# Screening data as filed in PubChem.
# Pin1 inhibitor = inhibitors of human Pin1; 390,000 compounds, 0.009% hits; AID 504891; Q13526; Pin1 FP peptide displacement, HiFluor488, 10 min; Potency, µM (highest dose often 115 µM), inactives show top-dose activity, negative = inhibition, hits mostly inhibitors; active means well fitted inhibition curve with a large enough effect in the polarisation, with a control signal flat, not every such curve was filed as active; inconclusive means small, poorly fitted or top-dose-only effect, or effect the other way, or a change in a side signal; inactive means no such curve, though single readings can be large or run the other way; the % refers to the polarisation; further: on the % scale 0 is the no-effect control and ±100 the full control effect
# Pol iota inh = inhibitors of human DNA polymerase iota. Q9UNA4. Pol iota fluorescent replication assay, 10 min. Potency, µM (series often up to 115 µM), for inactives: at the highest dose activity, negative = inhibition, actives largely listed as inhibitors. 390,000 compounds, 1% hits. AID 588590
#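 Fluorescent replication assay read twice, at 0 min and 10 min after adding 50 nM (final) substrate. Enzyme (10 nM) and compounds were first incubated 15 min at room temperature; enzyme-free buffer wells were negative controls.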
# G9a inh = blocks human histone lysine methyltransferase G9a; Q96KQ7; G9a H3K9 monomethylation, AlphaScreen, 2 h; 350,000 compounds, 8.8% hits; AID 504332; Potency, µM (doses to about 102 µM), for the others: at the top dose activity, negative = inhibition, hits mostly inhibitors; further: on the % scale 0 is the no-effect control and ±100 the full control effect; nearly all actives have a fitted effect of over 75% in size
#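 Readings reflect AlphaScreen signal from monomethyl-H3K9 antibody detection. HMT at 20 nM; substrate b-H3K9 500 nM; cofactor SAM 20 uM; 2 h RT reaction; compounds tested as titrations in qHTS with 15 min preincubation.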
# GLS inh = blocks human kidney-isoform glutaminase activity; GLS enzymatic activity, qHTS titration; AID 624170; Potency, µM (top dose mostly 45.5 µM), for inactives: top-dose activity change, negative = inhibition, usual class: inhibitors; 410,000 compounds, 0.21% hits; further: on the % scale 0 is the no-effect control and ±100 the full control effect
#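 Enzyme dispensed in phosphate buffer (45 mM, pH 8.2, 0.02% Tween-20), compounds pinned in, then 1 mM L-glutamine solution and the glutamate oxidase–HRP–Amplex Red mix added; fluorescence read immediately and again after 30 min at room temperature.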
# PGK inhibitor = inhibitors of T. brucei phosphoglycerate kinase; P07378; PGK/GAPDH coupled, Kinase-Glo luminescence, 60 min; Potency, µM (series often up to 57.5 µM), for the others: at the highest dose activity change, negative = inhibition, hits mostly inhibitors; 380,000 compounds, 0.043% hits; AID 602233; further: on the % scale 0 is the no-effect control and ±100 the full control effect; nearly all actives have a fitted effect of over 60% in size
#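 Luminescent ATP detection (Kinase-Glo Plus) follows a 60-minute room-temperature incubation, with wells lacking PGK as controls. Buffer: 100 mM TEA (pH 7.6), 5 mM MgCl2, 0.01% Tween-20. Coupling enzyme GAPDH (100 nM final) supplies unstable 1,3-BPG in-well.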
# HP1b chromo inh = HP1-beta chromodomain-methylated histone interaction inhibition | AlphaScreen HP1-beta / biotin-H3K9me3 peptide binding | Potency, µM (series often up to 114 µM), for inactives: at the highest dose activity change, negative = inhibition, usual class: inhibitors | 390,000 compounds, 0.56% hits | AID 540317; further: nearly all actives have a fitted effect of over 70% in size; inactives centre near 23
#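 Compound inhibition of the preformed complex between 50 nM HP1-beta and 50 nM biotinylated H3K9me3 peptide was read by AlphaScreen. Buffer was PBS pH 7.4 with 0.01% Tween-20. Incubations ran 30 min at room temperature, with 10 ug/mL donor/acceptor beads.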
# BAZ2B inh = BAZ2B (human) inhibition; Potency, µM (series often up to 114 µM), for the others: at the highest dose activity change, negative = inhibition, hits mostly inhibitors; AlphaScreen BAZ2B-H3K14Ac peptide displacement; 360,000 compounds, 4.4% hits; AID 504333; further: on the % scale 0 is the no-effect control and ±100 the full control effect; nearly all actives have a fitted effect of over 60% in size
#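 Complex of BAZ2B and biotin-H3K14Ac (50 nM apiece) forms over 30 min at RT, then faces library compounds up to 110 uM for another 30 min; AlphaScreen beads added, 20 min dark incubation, luminescence read.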
# JMJD2A Tudor inh = blocks the human JMJD2A Tudor domain; O75164; AlphaScreen JMJD2A-Tudor / H3K4me3 peptide binding; Potency, µM (top dose mostly 114 µM), without a hit: at the top dose activity change, negative = inhibition, hits mostly inhibitors; 390,000 compounds, 4.4% hits; further: on the % scale 0 is the no-effect control and ±100 the full control effect; nearly all actives have a fitted effect of over 50% in size
# BLM inh = inhibitors of human Bloom syndrome helicase BLM. AID 2528. P54132. Potency, µM (doses to about 56.1 µM), inactives show at the highest dose activity change, negative = inhibition, actives largely listed as inhibitors. recombinant BLM DNA unwinding, fluorescence dequenching. 350,000 compounds, 0.2% hits;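 further: plate controls were vehicle for no effect and no enzyme for full effect; nearly all actives have a fitted effect of over 35% in size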
# Target sequence (P54132 whole entry, looked up): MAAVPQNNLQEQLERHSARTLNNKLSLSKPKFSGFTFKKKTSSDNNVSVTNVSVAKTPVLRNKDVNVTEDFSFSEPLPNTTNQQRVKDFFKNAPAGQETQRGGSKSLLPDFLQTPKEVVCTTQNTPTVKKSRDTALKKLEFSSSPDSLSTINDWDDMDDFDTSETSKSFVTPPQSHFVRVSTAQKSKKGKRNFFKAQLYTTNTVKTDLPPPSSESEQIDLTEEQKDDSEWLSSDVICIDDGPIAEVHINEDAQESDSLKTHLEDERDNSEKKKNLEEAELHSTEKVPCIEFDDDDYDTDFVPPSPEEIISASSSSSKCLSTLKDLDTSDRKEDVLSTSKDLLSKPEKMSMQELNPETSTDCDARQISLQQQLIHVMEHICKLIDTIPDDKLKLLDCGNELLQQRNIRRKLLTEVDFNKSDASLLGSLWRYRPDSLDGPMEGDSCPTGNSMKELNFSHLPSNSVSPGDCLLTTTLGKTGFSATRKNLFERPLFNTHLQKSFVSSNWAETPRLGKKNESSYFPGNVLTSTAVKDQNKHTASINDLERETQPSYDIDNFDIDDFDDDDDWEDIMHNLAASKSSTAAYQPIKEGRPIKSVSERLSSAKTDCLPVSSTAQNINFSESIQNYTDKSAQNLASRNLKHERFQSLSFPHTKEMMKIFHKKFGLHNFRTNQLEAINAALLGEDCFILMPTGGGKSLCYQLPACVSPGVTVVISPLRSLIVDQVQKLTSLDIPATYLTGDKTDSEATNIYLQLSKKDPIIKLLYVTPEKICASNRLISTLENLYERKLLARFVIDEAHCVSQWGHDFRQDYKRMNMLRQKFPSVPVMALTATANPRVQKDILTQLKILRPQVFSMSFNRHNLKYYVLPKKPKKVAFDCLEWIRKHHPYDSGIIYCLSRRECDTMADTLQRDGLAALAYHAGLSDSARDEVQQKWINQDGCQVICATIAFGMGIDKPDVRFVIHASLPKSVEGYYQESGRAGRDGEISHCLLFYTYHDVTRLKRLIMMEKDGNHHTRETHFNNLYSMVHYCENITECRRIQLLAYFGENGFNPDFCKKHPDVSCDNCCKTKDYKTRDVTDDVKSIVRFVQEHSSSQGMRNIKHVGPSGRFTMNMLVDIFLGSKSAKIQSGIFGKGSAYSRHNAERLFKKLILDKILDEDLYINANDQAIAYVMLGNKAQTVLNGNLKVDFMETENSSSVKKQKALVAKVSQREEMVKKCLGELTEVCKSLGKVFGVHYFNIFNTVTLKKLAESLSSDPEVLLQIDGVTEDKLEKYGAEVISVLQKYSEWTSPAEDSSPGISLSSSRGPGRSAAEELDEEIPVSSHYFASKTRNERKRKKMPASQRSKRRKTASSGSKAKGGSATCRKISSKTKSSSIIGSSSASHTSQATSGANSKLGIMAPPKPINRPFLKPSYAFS
# * hit, by the source's call; i = inactive; ? = inconclusive; . = no result given; & = joins results of further samples; [ ] = another dose, or the depositor's remark. Unless noted, the call rests on the fitted dose curve; in most records, active means well fitted curve in the direction sought with a large enough effect; inconclusive means small, poorly fitted or top-dose-only effect, or another doubt; inactive means no such curve, though single readings can be large; an effect the other way counts as inactive or inconclusive. Potency means the concentration at half of the fitted maximal effect. An excerpt; count on the stated rates, not on these rows.
SMILES,Pin1 inhibitor,Pol iota inh,G9a inh,GLS inh,PGK inhibitor,HP1b chromo inh,BAZ2B inh,JMJD2A Tudor inh,BLM inh
CN(C)S(=O)(=O)c1cccc(NC(=S)Nc2ccc3cn[nH]c3c2)c1,-4%,48%[activator],-31%,-14%,10%,-3%,-20%,-28%,-3%
COc1ccc(F)cc1CN1CCN(C(=O)c2ccc(S(=O)(=O)N3CCCCCC3)cc2)CC1,6%,8%,.,-3%,-7%,12%,.,-31%,.
NC(=O)c1cc[n+](CC(=O)c2ccc(NC(=O)c3ccccc3)cc2)cc1,14%,-22%,-2%,1%,.,19%,-15%,?,4%
O=C(NCc1ccc(F)cc1)c1cnc2n(c1=O)CCS2,1%,-4%,?,-4%,-12%,24%,-2%,-21%,-1%
CCN(CC(=O)NCc1cccs1)S(=O)(=O)c1cccc(Br)c1,-4%,23%,35%[12.7 µM],-8%,-10%,56%[activator],7%,1%,.
O=c1c2cc3c(nc2ncn1Cc1ccccc1F)CCCC3,-2%,23%,9%[59 µM],7%,2%,11%[57 µM],-6%,-11%,-4%
COC(=O)c1sccc1NC(=O)CSc1cccc(Cl)c1Cl,-3%,1%,124%[activator],7%,-3%,93%[activator],37%,31%,-8%
Cc1cc(C)nc(N2CCC(C(=O)Nc3ccc4c(c3)CCC4)CC2)n1,-2%,9%[58.9 µM],?,9%,21%,26%,-2%,-7%,-3%
CCOc1ccc(C(=O)NCCc2ccc3c(c2)OCCO3)cc1,-3%,69%[activator],-3%,-2%,-5%,-3%,-3%,-3%[11.4 µM],0%
CCn1c(SCC(=O)NNC(=S)Nc2ccc(C)cc2)nnc1-c1ccc(Cl)cc1,3%,8%,10µM*,17%,-9%,19%,-1%,-22%,0%
Cc1cc(C)c(S(=O)(=O)c2cc(F)ccc2C)c(Cl)n1,1%,5%,-5%,-18%,2%,34%,8%,11%,-3%
COc1cc(NC(=S)Nc2cccc(C)n2)cc(OC)c1OC,7%,21%,-45%,1%,-3%,67%[activator],-12%,-1%,0%
CC(=O)Nc1ccc(C(=O)OCC(=O)N(c2ccccc2)C2CCCCC2)cc1,3%,0%,.,8%,3%,24%,.,-6%,.
O=C(COc1ccccc1)Nc1ccc([N+](=O)[O-])cc1,-5%,26%,17%[59 µM],6%,4%,39%,7%,-9%,-8%
COc1ccc(NC(=O)CSCC(=O)NCCc2ccccn2)cc1,-3%,170%[activator],3%,7%,i,22%,-11%,-11%,-9%
COc1ccc(CNC(=O)COC(=O)c2cncc(Br)c2)cc1,?,134%[activator],40µM*,16%,i,29%,-17%,-14%,-8%
O=C(Cc1ccc(-n2c(=O)c3sccc3n(Cc3ccc(F)cc3)c2=O)cc1)NCc1ccco1,17%,15%,?,-3%,-4%,27%,-6%,-6%,-1%
c1ccc(-c2nccc(-c3ccco3)n2)nc1,-4%,15%,?,13%,1%,32%,32µM*,?,-9%
CCN(C(=O)c1cc(Cl)ccc1OC)C1CCCCC1,-3%,0%,-8%[12.7 µM],-19%,i,40%[activator],2%,-5%,-3%
CC(OC(=O)CNC(=O)c1ccc(Cl)c([N+](=O)[O-])c1)C(=O)NC1CCCCC1C (configuration not stated),-4%,102%[activator],?,1%,7%,28%,-3%,-16%,.
CC(C)(C)n1cnc2cc(NC(=O)c3ccco3)ccc21,-1%,156%[activator],-18%,-1%,-13%,3%,0%,-8%,-4%
CCCCN(C(=O)CN1C(=O)C2CCCCC2C1=O)c1c(N)n(CCC)c(=O)[nH]c1=O (configuration not stated),-10%,19%,?,-2%,i,-2%,-8%,-3%,.
O=c1c2nnn(-c3ccc(Br)cc3)c2ncn1Cc1ccccn1,1%,180%[activator],5%,-4%,1%,25%,-10%,-6%,-5%
CCCCC(=O)Nc1cccc(-c2nc3ccccc3s2)c1,8%,10%,?,0%,-9%,19%,2%,-5%,-8%
Cc1cc(C)cc(NC(=O)CSc2nc(-c3cccc(Cl)c3)nc3c2Cc2c(CO)cnc(C)c2O3)c1,3%,-12%,1%[59 µM],1%,-10%,49%[activator],50µM*,8%,1%
O=C(NCC(c1ccco1)N1CCCCC1)c1cc2c(s1)CCCC2 (configuration not stated),11%,?,22%[12.7 µM],1%,-9%,24%,2%,-18%,.
CCOc1ccc(CCNC(=O)C2CCN(C(=O)c3cc4sccc4n3CC)CC2)cc1OCC,-1%,-16%,2%[59 µM],-2%,-7%,34%,-38%,-17%,-3%
COc1ccccc1NC1CCCCC1NS(=O)(=O)c1ccccc1 (configuration not stated),-2%,17%,?,46%[activator],i,-3%,?,-32%,-5%
N#Cc1c(NC(=O)c2cccnc2)sc2c1CCC2,2%,?,?,51%[activator],-11%,?,-30%,-16%,-7%
O=C(NCC1CCCCC1)c1cc([N+](=O)[O-])ccc1Cl,-4%,-28%,6%,?,0%,-10%,-3%,-19%,-1%
CN(Cc1ccccc1)C(=O)c1ccc(NC(=O)Cc2ccc(NC(=O)C3CCN(C(=O)c4ccccc4)CC3)cc2)cc1,0%,-4%,.,-2%,-1%,56%[activator],.,-12%,.
C=CCN(C(=O)COC(=O)c1cc[n+]([O-])cc1)c1nc(-c2ccccc2)cs1,4%,1%,.,6%,2%,37%,.,-31%,.
Nc1ccc(Oc2ccccc2-c2ccccc2)cc1,2%,28%,.,-10%,0%,?,.,50µM*,.
CCC1(c2ccc(F)cc2)NC(=O)N(CC(=O)Nc2ccc(C(N)=O)cc2)C1=O (configuration not stated),-5%,2%,-14%,15%,7%,-3%,-6%,-14%,-2%
CCCCn1c(SCC(=O)NCc2ccco2)nc2c1c(=O)n(C)c(=O)n2C,0%,2%,?,-1%,12%,16%,5%,-6%,2%
Cc1ccc(S(=O)(=O)N2CCN(C(=O)COC(=O)c3ccccc3OC(F)F)CC2)c(C)c1,-1%,-25%,.,-1%,3%,17%,.,-22%,.
CC(C)(C)n1ncc2c(=O)n(Cc3cc(F)c(Cl)cc3Cl)cnc21,-6%,-20%&1%,.,-8%,-3%,30%,.,-1%,.
COc1cc(OC)cc(-c2c(C#Cc3ccsc3)c3cc(-c4ccc(OC)cc4F)ccc3n2C)c1,?,-3%,.,4%,-3%,27%,.,-12%,.
CC(C)c1ccc(C(=O)CC2(O)C(=O)N(CN3CCOCC3)c3ccccc32)cc1 (configuration not stated),?,8%,-15%,2%,-9%,7%,-21%,-11%,-2%
CCC(C)(C)NC(=O)C(c1cccc(OC)c1)N(C(=O)CNC(=O)c1cccs1)c1cccnc1 (configuration not stated),-3%,12%,-8%[59 µM],6%,12%,15%,4%,-11%,1%
CCN(CC)c1ccc(/C=N/NC(=O)Cc2nnc(NC(=O)Nc3ccccc3)s2)cc1,45%[activator],-15%,?,0%,i,-8%[57 µM],-10%,-32%,1%
COC(=O)c1nc2ccc(N3CCOCC3)cc2c(C)c1C(=O)OC,?,129%[activator],?,0%,-5%,43%[activator],-20%,10%,-12%
Cc1nn(C)cc1S(=O)(=O)Nc1ccc2c(c1)OCCO2,3%,77%[activator],-9%,1%,-8%,37%[activator],1%,-2%[11.4 µM],-1%
Fc1cc2[nH]cnc2cc1Cl,2%,-8%,-1%,10%,2%,40%[activator],1%,-9%,-1%
Cc1ccc(NC(=O)NC(C)c2c(-n3cccc3)sc(C)c2C)cc1F (configuration not stated),9%,-3%,-13%[59 µM],-6%,.,-13%,-23%,-27%,-10%
Cc1ccc(OCCNC(=O)/C=C/c2ccco2)cc1C,-3%,6%,.,-5%,-12%,3%,-32%,-22%,-18%
COc1ccccc1OCCCCCNCCO,6%,?,9%[59 µM],4%,-6%,6%,9%,-14%,0%
Cc1csc(NC(=O)Cn2nc(C)c([N+](=O)[O-])c2C)n1,-6%,22%,-3%,3%,i,13%,-5%,-13%,-1%
OCCN(Cc1ccccc1)CC1CC=CCC1 (configuration not stated),-2%,12%,10µM*,39%[activator],2%,?,79µM*,10µM*,1%
